NCOA3 inh: human NCOA3 inhibition | Q9Y6Q9 | HEK293 GAL4-SRC3 luciferase reporter, luminescence | inhibition, % at 3.6 µM | 360,000 tested, 0.17% active;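 active = inhibition above a per-campaign cutoff, the mean of all compounds plus 3 SD, cut at about 60% in these data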;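 note: 0% = DMSO-treated cells and 100% = gossypol-treated cells at 36 µM; higher means less SRC3-driven luciferase light from the GAL4 reporter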
Target sequence (Q9Y6Q9 whole entry, looked up, the tested form may be a part): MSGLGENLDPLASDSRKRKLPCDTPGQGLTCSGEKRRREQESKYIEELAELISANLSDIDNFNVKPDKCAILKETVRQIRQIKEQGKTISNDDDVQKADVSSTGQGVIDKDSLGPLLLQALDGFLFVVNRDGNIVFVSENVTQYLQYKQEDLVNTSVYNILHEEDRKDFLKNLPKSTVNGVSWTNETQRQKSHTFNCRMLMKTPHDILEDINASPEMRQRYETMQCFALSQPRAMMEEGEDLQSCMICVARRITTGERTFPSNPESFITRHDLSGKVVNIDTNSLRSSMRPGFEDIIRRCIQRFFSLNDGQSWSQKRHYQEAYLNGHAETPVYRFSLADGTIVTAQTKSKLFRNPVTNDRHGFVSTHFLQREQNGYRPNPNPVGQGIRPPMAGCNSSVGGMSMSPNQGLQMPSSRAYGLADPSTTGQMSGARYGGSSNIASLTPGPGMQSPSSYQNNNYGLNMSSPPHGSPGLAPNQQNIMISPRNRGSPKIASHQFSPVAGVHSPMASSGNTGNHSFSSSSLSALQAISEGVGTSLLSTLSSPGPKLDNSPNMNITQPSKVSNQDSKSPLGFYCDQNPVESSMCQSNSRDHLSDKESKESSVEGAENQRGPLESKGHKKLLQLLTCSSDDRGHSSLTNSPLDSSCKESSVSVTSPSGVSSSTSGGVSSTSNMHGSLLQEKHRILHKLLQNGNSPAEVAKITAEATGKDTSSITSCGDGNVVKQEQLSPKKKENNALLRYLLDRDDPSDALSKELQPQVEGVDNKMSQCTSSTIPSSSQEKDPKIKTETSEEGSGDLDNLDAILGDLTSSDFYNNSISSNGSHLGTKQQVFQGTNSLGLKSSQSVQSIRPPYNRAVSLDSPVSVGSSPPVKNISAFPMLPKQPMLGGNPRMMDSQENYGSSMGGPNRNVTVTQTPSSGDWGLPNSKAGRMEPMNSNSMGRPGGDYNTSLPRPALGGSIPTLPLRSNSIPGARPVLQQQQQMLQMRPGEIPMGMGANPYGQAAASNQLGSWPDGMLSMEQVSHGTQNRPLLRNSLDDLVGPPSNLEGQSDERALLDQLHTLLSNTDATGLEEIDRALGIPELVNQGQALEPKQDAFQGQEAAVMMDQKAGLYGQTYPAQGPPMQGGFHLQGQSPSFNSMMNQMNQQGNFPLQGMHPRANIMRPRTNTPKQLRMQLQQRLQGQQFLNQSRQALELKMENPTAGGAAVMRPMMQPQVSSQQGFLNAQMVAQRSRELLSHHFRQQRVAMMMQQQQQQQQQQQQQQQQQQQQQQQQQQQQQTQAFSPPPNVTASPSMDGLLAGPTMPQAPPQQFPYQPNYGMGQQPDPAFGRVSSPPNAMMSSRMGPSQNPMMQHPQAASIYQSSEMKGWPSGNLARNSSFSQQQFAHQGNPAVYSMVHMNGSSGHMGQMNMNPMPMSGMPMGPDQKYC
TRAIL sens C8: caspase-8 TRAIL sensitization; inhibition (viability loss, TRAIL sensitization), % at 10 µM; 360,000 tested, 1% active; NB7+C8 cells + TRAIL, ATPlite viability luminescence;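 active = compounds causing at least 50% loss of cell viability in the single-dose screen, relative to plate controls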
NR5A2 inv ag: NR5A2 inverse agonism in reporter assay | inhibition, % at 3.6 µM | O00482 | 360,000 tested, 0.13% active | HEK293T StAR-luciferase reporter, LRH-1 transfected, 24 h;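 active = inhibition above the mean inhibition of all tested compounds plus 3 SD, cut at about 73% in these data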;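 note: 0% = DMSO wells and 100% = reporter-only cells lacking LRH-1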
TROY signal inh: TROY signaling inhibition; Q293 LMP1-TROYcd NF-kB luciferase reporter, 4 h; inhibition, % at 10 µM; 360,000 tested, 0.98% active;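 active = compounds whose plate-normalised and pattern-corrected inhibition of the luciferase reporter signal at the single screening dose is 50% or more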
Shn3 inh set2: Schnurri-3 reporter inhibition in Clone20 osteoblasts; 360,000 tested, 0.52% active; Clone20 osteoblast Shn3 3'UTR firefly luciferase, 24 h; AID 588674; inhibition, % at 12.5 µM;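 active = mean inhibition of at least 75% with every replicate also reaching 75%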;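 note: 0% = median of neutral control wells and 100% = pilot-screen positive control compound; some compounds past the cut are filed as inactive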
TWEAK-Fn14 inh: TWEAK-Fn14 signaling inhibition; 360,000 tested, 2% active; inhibition, % at 10 µM; TWEAK-stimulated Fn14 reporter cells, luciferase luminescence, 8 h; AID 1159606; in the data active = inhibition above about 50%
NCOA1 inh: inhibits human SRC1 coactivator. Q15788. HEK293 GAL4-SRC1 luciferase reporter, luminescence. inhibition, % at 3.6 µM. 360,000 tested, 0.12% active. AID 588354;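 active = inhibition above the campaign mean plus 3 SD, with each screening campaign given its own cutoff, cut at about 60% in these data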;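 note: 0% = DMSO treated cells and 100% = gossypol at 36 µM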
CF NFkB inh: blocks PAF-induced NF-kB reporter in cystic fibrosis cells. KKLEB NF-kB-GFP reporter, GFP fluorescence overnight. inhibition, % at 5 µM. 360,000 tested, 0.86% active. AID 588850;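 active = at least 50% inhibition at 5 µM, scaled per plate between neutral and stimulator controls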;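 note: PAF is a Pseudomonas aeruginosa culture filtrate used as stimulus; plate controls were PAF-stimulated DMSO wells for no effect and unstimulated DMSO wells for full effect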
LMP1 NFkB inh: reduces LMP1-driven NF-kappaB luciferase signal | LMP1-induced NF-kappaB luciferase reporter cells, luminescence | inhibition, % at 12.5 µM | 350,000 tested, 0.69% active | AID 504558; in the data active = inhibition above about 41%;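 note: 0% = neutral control wells and 100% = reference inhibitor control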
NR2F2 inh: inhibitors of human COUP-TFII (NR2F2); HEK293T NGFI-A luciferase reporter, luminescence; inhibition, % at 8.6 µM; 370,000 tested, 0.7% active;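 active = inhibition above a per-plate cutoff, mean inhibition of test wells between control levels plus 3 SD, cut at about 38% in these data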;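 note: cells cotransfected with COUP-TFII expression vector driving the NGFI-A reporter; 0% = median of COUP-TF2 test wells and 100% = reporter-only cells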
KKLEB tox: CF airway cell cytotoxicity counter-screen; KKLEB CF airway cells viability, ATPlite luminescence, overnight; active compounds read low; cells stimulated with P. aeruginosa culture filtrate; 360,000 tested, 0.36% active; activity change (cytotoxicity), % at 5 µM;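 active = corrected activity change at or below -50% at 5 µM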
* hit, by the source's call; / = no result given. Only part of the results is shown (hit frequency here may not be typical).

SMILES	NCOA3 inh	TRAIL sens C8	NR5A2 inv ag	TROY signal inh	Shn3 inh set2	TWEAK-Fn14 inh	NCOA1 inh	CF NFkB inh	LMP1 NFkB inh	NR2F2 inh	KKLEB tox
CC(C)COc1cccc(C(=O)NC(=S)NCc2cccnc2)c1	17	2	8	25	11	4	15	3	6	4	-4
C[C@@H]1COc2cc(N3CCSCC3)ccc2S(=O)(=O)N1	/	3	-12	2	/	8	/	/	/	-2	/
S=C(NCC1CCCO1)Nc1cccc2ccccc12 (stereo unspecified)	-7	5	-3	-32	1	-26	-8	-11	-11	17	12
C=CCNc1nc(Nc2ccccc2F)nc(OCC)n1	-77	10	-111	-21	-32	1	-74	-6	-21	-22	-2
Nn1c(SCC(=O)NC2CCCCC2)nnc1C1CC1	-3	-1	3	0	2	-4	3	-6	3	-1	-4
COc1cccc(C2=CC(c3cccc(OC)c3OC(F)F)n3nnnc3N2)c1 (stereo unspecified)	2	3	-5	/	-8	18	2	12	-27	-2	-6
O=S(=O)(c1cccs1)N1CCC(CO)(Cc2ccc(Cl)cc2)CC1	7	1	2	18	9	23	1	4	7	-10	3
CC(=O)Oc1c(Cl)cc(N(C(C)=O)S(=O)(=O)c2ccccc2)c2ccccc12	26	23	26	22	11	13	20	57*	/	53*	-19
CC(=O)Nc1ccc(NC(=O)C2CCN(S(=O)(=O)c3ccc4c(c3)OCCO4)CC2)cc1	-1	17	9	1	-3	2	7	-22	-3	5	16
COc1cc2c(cc1OC)CN(c1ccc([N+](=O)[O-])cc1C#N)CC2	1	-1	-8	12	-3	-6	-2	16	-5	10	-8
Cc1cc(C(=O)Cn2cc(C(F)(F)F)ccc2=O)c(C)n1CC1CCCO1 (stereo unspecified)	7	1	-20	-8	9	-14	-6	3	-2	-17	14
Cc1nn(-c2cccc(C(F)(F)F)c2)c(Cl)c1/C=N/n1cnnc1	16	-6	-7	12	0	-21	5	4	1	0	-5
Cc1ccc(-n2nnnc2-c2cnc3cc4c(cc3c2C)OCO4)cc1	0	10	3	6	18	14	-6	-20	-11	-11	-10
CCCCOC(=O)Cn1c(=O)c2c(nc3n2CCCCN3c2ccc(C)cc2)n(C)c1=O	-3	-2	15	20	40	19	-17	7	2	0	10
Cc1cc(C)c(OCCCCN2CCC(C)CC2)c(Br)c1	20	7	-11	-10	-45	-21	15	18	9	10	-13
CN(CCc1ccccn1)C(=O)CCC1CCCN(C(=O)CCOc2ccccc2)C1 (stereo unspecified)	5	2	20	6	-24	6	-4	-6	-2	6	1
C[C@H]1CN([C@@H](C)CO)C(=O)c2cc(NC(=O)Nc3cccc4ccccc34)ccc2O[C@@H]1CN(C)Cc1ccc(-c2ccccc2)cc1	4	5	-8	11	16	19	-10	18	-4	12	-11
CCOC(=O)C1CCN(C(=O)COc2ccc(Cl)cc2)CC1	-5	4	0	-7	3	3	-7	-10	-3	-11	6
CN(C)C1(CNC(=O)C2CCN(S(=O)(=O)c3cc(Cl)ccc3Cl)CC2)CCCCC1	1	9	-3	-44	2	-6	-12	21	1	19	-1
CCOC(=O)[C@]12CCC=C1N(Cc1cccc3ccccc13)C(=O)[C@H](CC(=O)NCC13CC4CC(CC(C4)C1)C3)C2	/	6	14	0	/	29	/	/	/	3	/
Brc1cc2c(cc1CSc1ncccn1)OCO2	8	-12	0	-16	-6	6	-3	2	-7	1	6
O=C(c1n[nH]c(=O)c2ccccc12)N1CCN(S(=O)(=O)c2ccccc2Cl)CC1	18	6	9	20	-5	4	11	-7	12	7	9
COc1cccc(CC(=O)N2CCCC(CCC(=O)N3CCN(c4ccccn4)CC3)C2)c1 (stereo unspecified)	14	2	-10	-8	12	9	3	13	3	15	0
CC(C)c1ccc(CN(C)CC(O)c2ccccc2)cc1 (stereo unspecified)	13	0	-6	7	-3	-2	-1	-3	-1	-17	-8
COc1ccc(CN(C(=O)Cc2c[nH]c3ccccc23)C(C(=O)NC2CCCCC2)c2ccc(C)o2)cc1 (stereo unspecified)	4	2	-11	4	26	23	14	-10	5	14	-11
CCCC(=O)Nc1ccc2oc(-c3cccnc3)nc2c1	-13	30	-42	-28	-47	-17	-30	-8	-12	-47	4
CCOC(=O)c1sc(NC(=O)c2ccc(S(=O)(=O)N3CCCCC3)cc2)nc1-c1ccccc1	-31	9	11	17	2	71*	-29	-4	-9	-36	8
COc1ccc(-c2cn3cccnc3n2)cc1F	-55	28	-49	-28	-53	-29	-144	-43	-22	-28	7
CC(=O)CCC1C2C(O)C(C(C)C)C(OC(=O)/C=C/c3ccccc3)CC12C (stereo unspecified)	11	-4	-28	9	2	-6	18	2	-10	18	7
O=C(O)COc1ccc(S(=O)(=O)N2CCCC2)cc1	4	-17	5	15	-2	-1	-8	3	-37	3	-14
CCOCCCNc1ccc(-c2ccccc2)nn1	-81	6	-83	-25	-8	29	-88	-4	-18	-59	-6
Cc1ccc(CNC(=O)C2CCN(S(=O)(=O)c3c(C)noc3C)CC2)cc1	23	-8	18	-8	23	9	7	14	2	9	-4
O=C(Nc1ccc(Cl)cc1C(=O)N1CCCC1)c1cccc([N+](=O)[O-])c1	20	-7	3	-6	3	-13	2	-15	4	-9	15
Cc1cccc(NC(=O)c2nc[nH]c2C(=O)NCC(=O)OC(C)(C)C)c1	5	-14	-2	-8	-9	14	-7	-16	-4	-1	-5
Cc1ccc(NC(=O)CN2CCC(NC(=O)C3CCCCC3)CC2)c(Br)c1	9	1	43	11	14	7	-10	-13	6	2	17
NC(=O)COC(=O)c1sc2ccccc2c1Cl	9	14	-10	1	3	-6	3	1	-3	-12	1
Cc1ccccc1OCCC(=O)Nc1ccc(S(=O)(=O)N2CCCC2)cc1	8	4	6	-4	-26	-2	11	-10	-3	-7	9
COc1ccc(OC)c(NC(=O)c2cnn(-c3ccccc3)c2C)c1	-14	-1	-10	-7	-19	-44	-18	-18	-8	8	4
COc1ccc([C@@H]2C[C@@H](c3ccccc3)Oc3cc(OC)c(OC)c(OC)c32)cc1	17	18	20	-17	-14	-16	8	30	2	11	-7
Cc1cc2c(ncn2C)c(NS(=O)(=O)c2ccc(Cl)cc2)c1C	16	-3	-1	16	-11	-9	7	4	-16	6	0
CCOC(=O)N(Cc1ccccc1)C(C(=O)O)C(C(=O)O)N(Cc1ccccc1)C(=O)OCC (stereo unspecified)	-19	-9	-1	3	-15	11	0	-3	1	-2	0
CCOC(=O)c1nnn(-c2ccccc2)c1C	-20	-18	-25	-9	-25	-11	-10	3	-6	-10	-2
CSc1n[nH]c(=O)n1-c1ccc(Cl)cc1	28	4	2	-26	-12	-2	19	-2	0	12	-5
O=[N+]([O-])c1cc(CS(=O)(=O)Oc2ccc(Cl)cc2)c(O)c([N+](=O)[O-])c1	11	-5	-6	1	11	-10	4	-17	0	-17	5
COc1ccc(-c2ccc(C(c3c(C)[nH][nH]c3=O)c3c(C)[nH][nH]c3=O)o2)c([N+](=O)[O-])c1	8	-7	7	-2	-13	-14	-6	7	3	5	-7
CC1(c2nnc(-c3ccc(Cl)cc3)o2)CC(c2c(Cl)cccc2Cl)=NO1 (stereo unspecified)	11	0	-2	1	-2	-16	-19	-7	2	-10	1
CC(Oc1ccc(F)cc1)C(=O)Nc1cccc(-c2nn[nH]n2)c1 (stereo unspecified)	7	8	1	1	2	4	-2	-6	-2	-15	22
CC1CCC2(CC1)NC(=O)N(CC(=O)Nc1ccc3[nH]c(=O)[nH]c3c1)C2=O (stereo unspecified)	6	5	-14	4	-21	8	3	-11	5	9	1

One compound at a time (already shown).
Profile of `COc1ccc([C@@H]2C[C@@H](c3ccccc3)Oc3cc(OC)c(OC)c(OC)c32)cc1` = NCOA3 inh: 17; TRAIL sens C8: 18; NR5A2 inv ag: 20; TROY signal inh: -17; Shn3 inh set2: -14; TWEAK-Fn14 inh: -16; NCOA1 inh: 8; CF NFkB inh: 30; LMP1 NFkB inh: 2; NR2F2 inh: 11; KKLEB tox: -7
Profile of `COc1ccc(OC)c(NC(=O)c2cnn(-c3ccccc3)c2C)c1` = NCOA3 inh: -14; TRAIL sens C8: -1; NR5A2 inv ag: -10; TROY signal inh: -7; Shn3 inh set2: -19; TWEAK-Fn14 inh: -44; NCOA1 inh: -18; CF NFkB inh: -18; LMP1 NFkB inh: -8; NR2F2 inh: 8; KKLEB tox: 4

(listing goes on)
SMILES	NCOA3 inh	TRAIL sens C8	NR5A2 inv ag	TROY signal inh	Shn3 inh set2	TWEAK-Fn14 inh	NCOA1 inh	CF NFkB inh	LMP1 NFkB inh	NR2F2 inh	KKLEB tox
COc1cccc(-c2c(-c3cc(OC)cc(OC)c3)n(C)c3ccc(-c4ccc(OC)nc4)cc23)c1	-18	9	-20	4	14	-69	-21	3	-24	4	-7
Cc1nn(-c2ccccc2)c(Cl)c1/C=N/NC(=O)CNC(=O)c1ccccc1Cl	16	-4	37	-28	-19	-104	-10	-54	0	-1	16
CCC(=O)Nc1ccccc1C(=O)OCC(=O)Nc1ccc(S(N)(=O)=O)cc1	2	6	-23	-2	-1	7	-3	-12	-3	10	-15
CC(C)c1ccc(O)c(NC(=O)c2cncc(Br)c2)c1	-20	-13	-25	-28	-24	6	-29	3	-11	-10	8
CC(C)(C)C(=O)Nc1nnc(COc2ccc(Cl)cc2)s1	7	2	-11	-28	-4	-4	-11	-5	-5	-11	0
Cc1ccnc(NC(=O)c2cccc(S(=O)(=O)N3CCOCC3)c2)c1	-79	-12	-79	24	-80	12	-103	-9	-27	-57	4
OCCNc1nc(Nc2cc(Cl)ccc2OC2CCCC2)nc(N2CCCC2)n1	-1	14	-18	-4	30	0	-14	2	-9	-2	-11
NC(=O)C1CCCN(C(=O)c2cccc(S(=O)(=O)N3CCCCCC3)c2)C1 (stereo unspecified)	12	4	3	-10	-16	-9	-6	-13	0	5	11
CCOCCCNC(=O)C1CCCN1C(=O)NC1CCCCC1 (stereo unspecified)	-11	10	8	-11	-3	5	6	8	1	5	9
O=C(CCN1C(=O)C2C3CCC(C3)C2C1=O)Nc1ccccc1Cl (stereo unspecified)	-4	7	-12	-9	8	6	-11	-20	6	0	7
CCNC(=O)C1CCCN(C(=O)c2ccc3c(c2)CCO3)CC1 (stereo unspecified)	-15	-15	12	5	-2	-2	11	-6	/	6	8
COc1cccc(-n2c(=O)c3sccc3n(CC(=O)NC3CCCCC3)c2=O)c1	2	-3	17	1	14	18	-2	-16	13	1	4
Oc1ccc(/C=N/Nc2ncnc3nc[nH]c23)cc1	-18	3	-69	27	/	17	-30	-7	8	-36	6
Cc1ccc(C(=O)O[C@H](C(=O)O)[C@H](OC(=O)c2ccc(C)cc2)C(=O)O)cc1	1	2	-1	-4	9	0	7	1	5	-9	-18
Cc1ccc2nc(NC(=O)Cc3cccs3)sc2c1	-46	22	-101	10	-75	36	-94	5	-29	13	2
COc1cccc(NC(=O)Nc2ccc3c(c2)N(C)C(=O)CS3)c1	15	5	17	14	-18	50	9	36	-14	-4	-12
Nc1ccc2c(c1)C(O)c1cccc(C(=O)O)c1-2 (stereo unspecified)	7	18	-14	7	-1	16	-22	-7	-4	-10	-1
Cc1ccc(S(=O)(=O)NCC(=O)NC2CC2)cc1	-23	2	6	-19	5	-8	-14	9	0	-12	6
